Compound activity: PubChem, several laboratories
SR-BI DiI inh: inhibitors of mouse SR-BI mediated HDL lipid uptake | ldlA[mSR-BI] CHO cells, DiI-HDL uptake fluorescence, 3 h | Q61009 | 0.96% of 320,000 active | inhibition, % at 12.5 µM;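 active means mean replicate inhibition of at least 70% and a set share of replicates each scoring 70 or more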;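 further: 0% = median of neutral control wells and 100% = median of positive control wells; values of inactives mirror those of a sister screen read the other way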
DSG3 Ab inh: inhibitors of pemphigus antibody binding to human desmoglein-3. P32926. DSG3-coupled beads, scFv-anti-DSG3-GFP binding, flow cytometry; stronger effect = lower value. binding (percent of control), % at 10 µM. 0.48% of 310,000 active. AID 588358;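 active means binding more than 3 SD below its plate's average and above zero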;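 further: hits lower antibody fragment binding to DSG3; some compounds called inactive have numbers as strong as hits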
Target sequence (P32926 whole entry, looked up, the tested form may be a part): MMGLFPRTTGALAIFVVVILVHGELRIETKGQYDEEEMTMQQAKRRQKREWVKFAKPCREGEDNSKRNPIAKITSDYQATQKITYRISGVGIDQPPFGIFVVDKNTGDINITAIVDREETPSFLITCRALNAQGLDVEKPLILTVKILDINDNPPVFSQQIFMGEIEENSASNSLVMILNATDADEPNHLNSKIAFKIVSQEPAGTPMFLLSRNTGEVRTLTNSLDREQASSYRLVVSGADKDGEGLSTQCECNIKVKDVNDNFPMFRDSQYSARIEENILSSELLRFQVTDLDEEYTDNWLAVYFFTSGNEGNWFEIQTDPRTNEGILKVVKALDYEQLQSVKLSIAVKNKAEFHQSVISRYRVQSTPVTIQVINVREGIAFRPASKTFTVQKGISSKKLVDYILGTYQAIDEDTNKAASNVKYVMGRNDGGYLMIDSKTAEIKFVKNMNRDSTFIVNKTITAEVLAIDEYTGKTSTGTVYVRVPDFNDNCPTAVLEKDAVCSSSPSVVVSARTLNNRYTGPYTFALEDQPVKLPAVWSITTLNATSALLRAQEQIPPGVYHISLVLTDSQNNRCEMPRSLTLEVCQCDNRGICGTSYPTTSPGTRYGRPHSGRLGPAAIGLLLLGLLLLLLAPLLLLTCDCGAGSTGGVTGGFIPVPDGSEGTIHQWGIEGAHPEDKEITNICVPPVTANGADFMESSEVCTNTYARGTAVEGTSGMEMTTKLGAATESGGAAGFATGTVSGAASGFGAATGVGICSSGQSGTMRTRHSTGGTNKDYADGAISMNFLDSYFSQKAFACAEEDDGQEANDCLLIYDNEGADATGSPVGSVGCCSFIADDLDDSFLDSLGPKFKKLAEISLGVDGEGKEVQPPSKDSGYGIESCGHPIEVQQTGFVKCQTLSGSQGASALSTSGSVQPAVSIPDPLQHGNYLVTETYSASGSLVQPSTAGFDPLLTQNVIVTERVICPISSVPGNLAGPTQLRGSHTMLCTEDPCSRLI
NSD2 HMT inh: NSD2 (human) methyltransferase inhibition. O96028. NSD2 peptide methylation, AlphaScreen, 120 min. inhibition, % at 12.5 µM. 0.54% of 310,000 active. AID 743445; in the data active means inhibition above about 50%
Arr AP2 block: human beta-arrestin and AP2 interaction inhibition. FITC-arrestin peptide / GST-AP2 beads, flow cytometry; AP2 beta2 appendage carries R879A mutation. inhibition, % at 10 µM. 0.31% of 340,000 active;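 active means inhibition above a set limit, near 3 SD of compounds lacking own fluorescence, cut at about 54% in these data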;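 further: plate controls were DMSO wells for no effect and 5 µM unlabelled arrestin peptide for full effect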
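system = GST-tagged AP2 beta2-adaptin appendage (R879A) on 4 µm glutathione beads | reagent = FITC-labelled arrestin peptide probe, 50 nM final | schedule = compound with beads 12 min RT, then probe 1 h RT | signal = HyperCyt-sampled flow cytometry, FL1 channel, ex 488/em 535 nm | read-out = percent response from loss of bead-bound FITC fluorescence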
CDK5 p35 inh: blocks human CDK5/p35 kinase activity; Q00535+Q15078; Recombinant CDK5/p35, ADP-Glo luminescence, 60 min; inhibition, % at 10 µM; 0.01% of 330,000 active; AID 488839;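 active means highest replicate inhibition of at least 50% and at least 75% of replicates reaching 50%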;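 further: plate controls were DMSO neutral control for no effect and GW8510 at 10 µM for full effect; many of its hits are not listed in these tables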
PKA-R2B act: activates the human PKA-R2B holoenzyme complex | P22694+P31323 | PKA-R2B holoenzyme dissociation, Cy5-IP20 fluorescence polarization; R2B truncated from residue 108, S112A mutant; 0% DMSO only, 100% 113 µM cGMP | activation, % at 11.4 µM | 0.079% of 340,000 active | AID 504700;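 active means activation above a cutoff set at the mean over all compounds plus 3 SD, cut at about 18% in these data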;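 further: higher means more holoenzyme dissociation and a rise in polarization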
dFosB act: activators of mouse delta FosB homodimer | P13346 | purified delta FosB, TAMRA-CDK5 oligo fluorescence polarization; percent of positive-control signal above neutral wells | activation, % at 25 µM | 0.99% of 340,000 active;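 active means mean activation above about 17%, with every replicate also reaching it, limit read from the data, passing the limit was not always enough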;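 further: fluorescence polarization rise as delta FosB binds a TAMRA Cdk5 AP-1 oligo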
SR-BI uptake up: enhances SR-BI lipid uptake from DiI-HDL; 0.096% of 320,000 active; activation, % at 12.5 µM; CHO ldlA[mSR-BI] cells, DiI-HDL uptake fluorescence, 3 h; 100 = double the neutral-control signal; AID 504775;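 active means mean replicate activation of at least 60% and every replicate at or above 60%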;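 further: 0% = median plate neutral-control signal and 100% = twice that signal; values of inactives mirror those of a sister screen read the other way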
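System: LDL receptor-deficient CHO ldlA cells overexpressing murine SR-BI | Timing: 3 h uptake period with compound, 37 °C | Medium: HEPES-buffered (25 mM, pH 7.4) F12 plus 0.5% BSA | Dosing: Single-point compound dose | Signal: Bottom-read fluorescence, 550/595 nm | Read-out: Retained DiI signal reflecting DiI-HDL uptake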
PKA-R1A activ: activators of PKA-R1A complex. P00514+P68181. PKA-R1A dissociation, Cy5-IP20 fluorescence polarization; scaled: DMSO 0%, 113 µM cGMP 100%. activation, % at 11.4 µM. 0.083% of 340,000 active;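 active means percent activation above the mean of all tested compounds plus 3 SD, cut at about 19% in these data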;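 further: higher means more PKAc released from R1A so a rise in polarization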
MITF TRPM1 HTS: MITF TRPM1 promoter activation in melanoma cells | SK-MEL-5 TRPM1-promoter luciferase, 24 h; % of positive control, neutral wells = 0 | activation, % at 12.5 µM | 0.75% of 300,000 active | AID 588334;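 active means mean activation of at least 80% with every replicate also reaching 80%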;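 further: 0% = neutral control wells and 100% = parthenolide positive control wells; values of inactives mirror those of a sister screen read the other way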
Mot1-301 SUMO: blocks SUMOylation pathway, rescuing yeast Mot1-301 growth | S. cerevisiae Mot1-301 growth rescue, ATP luminescence, 38.5C; percent above DMSO median, 100 means doubled | growth rescue, % at 18.8 µM | 1% of 320,000 active | AID 2716;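 active means every valid replicate shows activation above 250% relative to neutral control wells; inactive means the rest, any valid replicate at or below 250%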;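 further: OY570 slx delta 5 strain wells were the positive control but not used for scaling; some compounds called inactive have numbers as strong as hits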
Active calls of the source: *; · = no result given.

SR-BI DiI inh	DSG3 Ab inh	NSD2 HMT inh	Arr AP2 block	Compound	CDK5 p35 inh	PKA-R2B act	dFosB act	SR-BI uptake up	PKA-R1A activ	MITF TRPM1 HTS	Mot1-301 SUMO
·	98	-2	26	CN1CCN(c2ccccc2NC(=O)c2ccc(Br)o2)CC1	0.0	-5	2	·	-9	4	-5
·	·	·	18	Cc1cc(=O)oc2cc(OCC#N)ccc12	0.7	5	5	·	16	12	4
-14	101	·	15	COc1cccc2c(=O)c3ccoc3n(C)c12	0.0	4	-6	14	1	17	350*
14	116	2	4	Cc1ccccc1Cn1c(-c2cncs2)nc2ccccc21	-1.8	-5	-7	-14	-8	4	-5
3	104	-1	-1	Cn1cccc1C(=O)NNC(=O)COc1ccc(C#N)cc1	-0.3	7	3	-3	9	3	-5
53	102	·	3	COc1ccc(C2=CC(=O)C[C@H](c3ccc(F)cc3)C2)c(F)c1F	-1.8	-9	2	-53	-5	4	5
9	·	1	7	CN(C(=O)c1ccc(N2CCCCC2)c([N+](=O)[O-])c1)C1(C)CCS(=O)(=O)C1 (stereo not drawn)	1.2	9	-6	-10	8	12	-20
-5	98	9	4	O=C(CNC(=O)c1ccco1)NC1CCCCCC1	1.5	-15	-13	5	4	24	-8
·	103	·	-5	COC(=O)c1cc(S(=O)(=O)NCCc2ccc(C)cc2)c[nH]1	-0.6	3	4	·	-2	-11	-5
2	101	10	24	CC(=O)Nc1ccc(S(=O)(=O)Nc2cccc(S(=O)(=O)N(C)c3ccccc3)c2)cc1	0.2	-9	-8	-2	-2	-6	·
66	86	-2	5	COCCCN(C(C)=O)c1nc(-c2ccccc2)cs1	-2.9	3	1	-66	-4	41	0
-8	85	-15	12	O=C1c2cccnc2C(Nc2ccc(Br)cc2)N1Cc1cccs1 (stereo not drawn)	-0.4	-9	-1	8	-10	9	-12
-21	100	1	-2	COc1ccc(-n2c(CNC(=O)c3cccs3)n[nH]c2=S)cc1	-1.0	-5	3	21	-7	6	-10
-15	107	2	-12	Cc1cc2c(cc1C)NC(c1nc3ccccc3[nH]1)C1=C(CC(C)(C)CC1=O)N2 (stereo not drawn)	1.7	-3	6	15	-4	-3	-5
41	100	13	9	O=C(COc1ncnc2c1cnn2-c1ccccc1)Nc1ccc(S(=O)(=O)N2CCCCC2)cc1	-2.6	-2	0	-41	2	-13	-13
-14	103	2	13	Cc1nc2ccccc2n1CCc1nc2c3ccccc3nc(SCC(=O)NCc3ccco3)n2n1	-1.1	6	6	14	5	·	7
-19	97	-3	3	Cc1ccc(/C=C/C(=O)N2CCN(c3cccc(C(F)(F)F)c3)CC2)cc1	-0.9	3	0	19	-13	2	-13
19	101	·	0	O=[N+]([O-])c1nn(-c2ccc3c(c2)OCCO3)n(O)c1=NCCCO	-0.9	-4	5	-19	2	·	4
-4	101	0	6	O=C(Nc1ccc(Cl)cc1Cl)c1n[nH]c(Cn2cncn2)n1	2.4	3	-3	4	7	21	48
-25	·	1	5	Cc1ccc(OCCCCn2ccnc2)c(Cl)c1	-0.5	-1	-10	25	10	37	76
0	99	·	46	C/C(CC(=O)Nc1ccc(Br)cc1)=N\NC(=O)Cc1csc(N)n1	0.2	-3	7	0	-1	0	·
-4	100	-1	-12	CC(=O)Nc1ccc(OCC(=O)NC(C)c2ccc(F)cc2)cc1 (stereo not drawn)	4.2	-2	4	4	-12	-5	·
-14	103	·	27	O=C(CN(C(=O)CCC(=O)Nc1nccs1)c1ccc(F)cc1)NCc1ccco1	-2.7	2	-8	14	-2	-4	12
-14	126	0	-34	COCCN(Cc1ccccc1)C(=O)c1cccc(S(=O)(=O)N(C)c2c(C)n(C)n(-c3ccccc3)c2=O)c1	0.1	-10	4	14	-5	8	-10
·	102	18	4	Cc1ccnc(NC(=O)Cn2cc([N+](=O)[O-])cn2)c1	0.4	-12	-4	·	5	7	4
-7	96	·	-2	COc1ccc(C2(C)CC(=O)NC2=O)cc1 (stereo not drawn)	-1.7	7	4	7	-10	-6	-3
0	·	-1	34	COc1ccccc1NS(=O)(=O)c1cccc(C(=O)NNC(=O)c2ccc(=O)[nH]c2)c1	0.7	2	-4	0	8	1	0
-12	105	27	16	CC1CN=C(N(Cc2ccccc2)C(=O)Nc2ccccc2)S1 (stereo not drawn)	0.2	-3	-8	12	-6	-8	12
45	110	·	4	COc1ccc2c(=O)c(-c3ccc(C)cc3)c(-c3ccccc3)oc2c1	5.6	1	2	-45	0	9	·
-18	113	-1	22	CC1(C)CC1C(=O)Nc1ccc([N+](=O)[O-])cc1Br (stereo not drawn)	-2.6	6	-4	18	0	23	8
·	94	1	4	O=C(Nc1ccccc1N1CCOCC1)c1cnccn1	1.0	-7	-1	·	-4	-4	-24
·	98	1	10	O=C(O)c1ccc(S(=O)(=O)c2ccc3c(c2)C(=O)N(NC(=O)c2cccnc2)C3=O)cc1	-1.3	0	-2	·	-13	13	5

Among those listed so far, these contain a cyano group:
SR-BI DiI inh	DSG3 Ab inh	NSD2 HMT inh	Arr AP2 block	Compound	CDK5 p35 inh	PKA-R2B act	dFosB act	SR-BI uptake up	PKA-R1A activ	MITF TRPM1 HTS	Mot1-301 SUMO
·	·	·	18	Cc1cc(=O)oc2cc(OCC#N)ccc12	0.7	5	5	·	16	12	4
3	104	-1	-1	Cn1cccc1C(=O)NNC(=O)COc1ccc(C#N)cc1	-0.3	7	3	-3	9	3	-5

Other records
SR-BI DiI inh	DSG3 Ab inh	NSD2 HMT inh	Arr AP2 block	Compound	CDK5 p35 inh	PKA-R2B act	dFosB act	SR-BI uptake up	PKA-R1A activ	MITF TRPM1 HTS	Mot1-301 SUMO
15	103	·	-7	CCOC(=O)[C@@H]1[C@H]2COc3ccccc3[C@H]2N2C(=O)N(c3ccccc3)C(=O)[C@]12C	-0.5	-3	-4	-15	0	1	-9
-23	99	0	2	O=C(C1CC1)N1CCN(S(=O)(=O)c2ccc3c(c2)OCCO3)CC1	1.6	6	4	23	4	8	-3
-11	·	0	-1	O=C(Nc1ccc(-c2csnn2)cc1)C1CC1	0.7	6	-4	11	-3	·	180
-11	·	·	12	O=C(Nc1ccc(F)cc1F)c1ccc(-n2cccn2)nc1	1.6	1	-4	11	-7	-4	·
·	98	0	-1	COc1ccc(NC(=O)C2CCN(C(=O)Nc3ccc(C)cc3)CC2)cc1OC	0.1	-4	13	·	-2	-13	274
-9	95	-2	5	O=C(CCl)NC(Cc1ccccc1)c1ccccc1 (stereo not drawn)	0.8	-5	2	9	1	-28	10
24	103	1	6	Cc1ccc(SCc2cc(-c3ccc(Cl)cc3)no2)cc1	1.0	2	-4	-24	4	-4	-1
-9	105	3	-9	CCOC(=O)c1c(C)nc2cc(C)cc(C)n12	-1.5	-6	-6	9	-6	20	-5
24	98	·	5	COc1ccc(-c2cc3cc4c(cc3cn2)OCO4)cc1	1.0	1	-1	-24	2	22	210
-17	103	-3	1	CC(=O)NC(=S)Nc1ccc(S(=O)(=O)N2CCOCC2)cc1	-1.4	3	0	17	5	14	75
13	102	0	8	COC(CNC(=S)Nc1ccc([N+](=O)[O-])cc1)OC	-0.2	-4	-4	-13	-12	6	-8
13	101	-2	7	COc1ccc2c(c1OC)C(=O)N(c1cccc(C(F)(F)F)c1)C2	-1.9	-2	-10	-13	-2	121*	12
-15	99	·	25	O=C(Nc1nnc(-c2ccc(Cl)cc2)o1)Nc1ccccc1Cl	3.3	-14	-3	15	-10	10	1
5	103	-2	-3	O=C(CCNC(=O)c1ccco1)Nc1ccc(SC(F)F)cc1	-0.5	7	2	-5	-10	9	-12
40	100	0	-21	Cc1cccc(NC(=O)N2CCC(n3nnc4cc(C)ccc43)CC2)c1	-5.8	7	-17	-40	1	-7	12
-36	103	·	22	COC(=O)CN1C(=O)[C@H]2[C@@H](c3ccc(C)o3)N3C(=O)CN(Cc4ccccc4)C(=O)[C@@]3(C)[C@H]2C1=O	1.2	-1	-8	36	3	-1	-3
-5	102	·	-13	CCOC(=O)c1ccc(NC(=S)N2CCN(C(=O)C3CCCO3)CC2)cc1 (stereo not drawn)	-3.7	-5	-7	5	-2	17	15
11	101	-1	8	Cc1ccc2c(c1)S(=O)(=O)c1ccc3ccccc3c1N2	-0.8	-7	11	-11	1	-6	·
7	102	-4	5	CN(C)S(=O)(=O)c1ccc(N2CCCC2)c(C(=O)NCc2ccc(Cl)cc2)c1	-0.9	-2	-18	-7	-6	-21	-9
13	101	-2	2	CC(C)C(=O)Nc1nc(-c2ccccc2)ns1	3.1	6	0	-13	3	135*	-19
-5	99	-1	-6	O=C(NN1C(=O)C2C(C1=O)C1C=CC2C12CC2)c1cccnc1 (stereo not drawn)	-0.2	-11	-1	5	3	15	8
-15	109	-3	-6	O=C1CSC(c2ccccc2F)N1c1ccccc1 (stereo not drawn)	-0.4	1	-4	15	2	-4	-4
28	99	-1	85*	CCN(CC)S(=O)(=O)c1ccc2c(c1)nc(CCC(=O)Nc1cccc(C(F)(F)F)c1)n2CC	0.7	-10	-22	-28	-8	-7	-10
-19	91	0	23	Cc1cc(C(=O)Nc2ccc(S(=O)(=O)Nc3onc(C)c3C)cc2)cs1	1.0	-1	8	19	1	7	0
12	84	1	31	CCOC(=O)c1c(NC(=O)CSc2nc3ccccc3c(=O)n2-c2ccccc2)sc(C(C)=O)c1C	0.1	-12	-12	-12	6	2	13
7	101	·	12	Cc1cccc(NC(=S)N2CCN(c3ccc(F)cc3)CC2)c1	0.3	2	-2	-7	-3	0	35
1	98	-2	-12	CC(C)NS(=O)(=O)c1ccc(CCC(=O)N2CCC(C(N)=O)CC2)cc1	0.9	-3	-11	-1	2	-1	3
-19	99	4	0	O=C(c1ccc(F)c(S(=O)(=O)N2CCOCC2)c1)N(c1ccccc1)c1ccccn1	-0.7	-1	3	19	-5	-2	5
·	98	1	28	COc1ccccc1-c1cn[nH]c1-c1ccc(OCc2ccccc2)cc1O	-0.3	-13	-6	·	-8	-6	-7
-40	109	2	-3	CCOC(=O)C1CCCN(C(=O)C2CCN(S(=O)(=O)c3cccs3)CC2)C1 (stereo not drawn)	0.4	-7	-2	40	6	-3	6
